Bioassay records (PubChem)
MITF inh: human MITF inhibition, primary screen; O75030; AlphaScreen MITF homodimerization, bead proximity signal; inhibition, % at 2.6 µM; actives 0.91% (n = 650,000); in the data active means inhibition above about 50%;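 further: 0% = vehicle wells with protein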
Target sequence (O75030 whole entry, looked up): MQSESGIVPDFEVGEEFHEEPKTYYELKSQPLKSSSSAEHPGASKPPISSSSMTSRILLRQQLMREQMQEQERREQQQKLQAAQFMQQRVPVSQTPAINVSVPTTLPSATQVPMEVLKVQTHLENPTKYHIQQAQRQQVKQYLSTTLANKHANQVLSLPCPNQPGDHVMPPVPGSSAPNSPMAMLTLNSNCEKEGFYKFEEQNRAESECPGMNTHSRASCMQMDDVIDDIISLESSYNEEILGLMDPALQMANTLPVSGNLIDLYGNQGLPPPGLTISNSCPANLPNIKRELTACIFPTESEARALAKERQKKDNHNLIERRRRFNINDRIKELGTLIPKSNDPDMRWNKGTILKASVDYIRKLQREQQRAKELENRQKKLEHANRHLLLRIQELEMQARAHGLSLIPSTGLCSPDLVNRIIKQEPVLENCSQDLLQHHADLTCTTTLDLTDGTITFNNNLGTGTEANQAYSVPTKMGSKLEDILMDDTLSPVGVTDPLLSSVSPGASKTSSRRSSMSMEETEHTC
TEAD-YAP inh: TEAD-YAP interaction inhibition. HEK-TIYL cells, TEAD-Gal4/YAP UAS-luciferase luminescence. actives 1.4% (n = 640,000). inhibition, % at 9.12 µM. AID 1259422; in the data active means inhibition above about 32%;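 further: 0% = median of test compound wells and 100% = reference inhibitor wells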
GPR151 ag: human GPR151 activation; Q8TDV0; PathHunter beta-arrestin GPR151 cells, luminescence; activation, % at 11.2 µM; actives 1% (n = 650,000); AID 1508602; in the data active means activation above about 4.9%;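 further: 0% = median of compound wells and 100% = cells with positive control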
Target sequence (Q8TDV0 whole entry, looked up): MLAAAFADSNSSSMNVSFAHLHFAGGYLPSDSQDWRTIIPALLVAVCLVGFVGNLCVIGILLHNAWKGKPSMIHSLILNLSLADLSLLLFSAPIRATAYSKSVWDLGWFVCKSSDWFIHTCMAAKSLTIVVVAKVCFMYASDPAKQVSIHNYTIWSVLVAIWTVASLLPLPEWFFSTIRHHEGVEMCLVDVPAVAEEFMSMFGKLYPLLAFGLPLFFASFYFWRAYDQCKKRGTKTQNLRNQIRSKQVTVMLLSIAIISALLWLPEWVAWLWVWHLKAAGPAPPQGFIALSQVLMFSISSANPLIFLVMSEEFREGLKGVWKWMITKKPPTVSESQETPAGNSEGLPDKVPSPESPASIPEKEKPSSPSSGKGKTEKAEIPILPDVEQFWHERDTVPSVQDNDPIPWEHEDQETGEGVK
FBW7 activator: activators of human E3 ligase FBW7; Q969H0; AlphaScreen FBW7–phospho-cyclin E peptide binding, activator screen; normalized activity (activation), % at 26.1 µM; actives 0.13% (n = 650,000); AID 1259310; in the data active means normalized activity above about 1.9%;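 further: purified mutant Fbw7 with reduced substrate affinity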
An asterisk follows results filed as active.

SMILES | MITF inh | TEAD-YAP inh | GPR151 ag | FBW7 activator
CC(OC(=O)C1CC=CCC1C(N)=O)C(Cl)=C(Cl)Cl (stereo not drawn) | 4 | -5 | -0.5 | -0.1
O=C(Cc1ccccc1)Oc1cccc(N2C(=O)C3C4CCC(C4)C3C2=O)c1 (stereo not drawn) | 3 | 8 | 1.8 | 0.0
COc1ccc(Cc2nc(SCC(=O)Nc3cccc(C(=O)OC(C)C)c3)n[nH]2)cc1 | 9 | -2 | 5.8* | 0.1
Cc1cc(/C=C(\C#N)C(=O)O)c(C)n1-c1ccccc1F | 5 | -6 | 0.9 | -0.1
CCOc1cc(C(=O)O)cc(I)c1OCC(=O)O | 16 | 4 | -0.3 | 0.0
COCCCn1c(-c2ccc(Br)cc2)cn2c3c(=O)n(C)c(=O)n(C)c3nc12 | 7 | 11 | 0.7 | 0.1
CCOc1ccc(N2CC(C(=O)Nc3nccs3)CC2=O)cc1 (stereo not drawn) | -1 | 9 | 0.1 | 0.1
CCNC(=O)CN(c1cccc(Cl)c1)S(=O)(=O)c1ccc(Cl)cc1 | 16 | 8 | -1.4 | 0.0
Cc1ccc(NC(=O)Cn2cnc3sc4c(c3c2=O)CCCC4)c(C)c1 | 9 | -2 | 0.1 | -0.1
COCCCNC(=O)CN(c1cc(C(F)(F)F)ccc1Cl)S(C)(=O)=O | -1 | 0 | -0.8 | -0.1
Cn1cc(S(=O)(=O)N2CCOCC2)cc1C(=O)Nc1cccc(Br)c1 | 0 | 3 | 1.0 | 0.0
CCN(CC)c1ccc2cc(C=O)c(=O)oc2c1 | 11 | 8 | -0.1 | -0.2
Cc1ccc(-c2nnc(NC(=O)c3ccc(S(=O)(=O)N4CCCCC4)cc3)s2)cc1 | 0 | 2 | 1.1 | 0.0
CCOc1ccc(NC(=O)CSc2nnc(CC)c(CC)n2)cc1 | -1 | 21 | 3.1 | 0.1
Cc1cccc(N2C(=O)NC(=O)/C(=C\c3ccc(N(C)C)c([N+](=O)[O-])c3)C2=O)c1 | 0 | -11 | 5.6* | -0.1
COc1ccc(NC(=O)CS(=O)CC(=O)Nc2cccnc2)cc1 (stereo not drawn) | -9 | -2 | -1.4 | -0.2
COc1ccc(CC(=O)N2CCN=C2SCc2ccc([N+](=O)[O-])cc2)cc1OC | -5 | 16 | 0.6 | -0.1
O=[N+]([O-])c1ccc(S(=O)(=O)N2CCN(S(=O)(=O)c3ccc(Cl)cc3)CC2)cc1 | 0 | 1 | -0.1 | 0.1
COc1cc2ccccc2cc1C(=O)Nc1ccc2oc(-c3cccnc3)nc2c1 | -12 | -15 | -0.8 | -0.1
COc1ccc(Cc2nc3sc4c(c3c(=O)n2N)CCCC4)cc1 | 12 | 5 | -0.6 | -0.1
Cc1nc2sc(C(=O)NC3CCCCCC3)c(C)c2c(=O)[nH]1 | 8 | -4 | -2.2 | 0.1
N/C(=N\OCC(=O)Nc1cccc(I)c1)c1ccccc1 | -4 | 0 | 0.2 | 0.1
COCCCn1c(=O)[nH]c2nc(-c3cccc4ncccc34)cnc21 | -15 | -1 | 0.1 | -0.3
CCOc1ccc(N2C(=O)CC(NCCc3cccc(F)c3)C2=O)cc1 (stereo not drawn) | -5 | 2 | 0.7 | -0.1
CCOC(=O)C1=C(C)N=c2s/c(=C\c3ccc(-c4ccc([N+](=O)[O-])cc4Br)o3)c(=O)n2C1c1ccc(C(C)C)cc1 (stereo not drawn) | 0 | -8 | -0.9 | -0.2
CCCCC1CN(C(=O)/C=C/c2cnn(C)c2)Cc2ccccc2O1 (stereo not drawn) | -3 | 1 | 1.4 | -0.1
CC1CCCC(NS(=O)(=O)c2ccc(F)c(C(=O)Nc3cc(C(F)(F)F)ccc3Cl)c2)C1C (stereo not drawn) | -2 | 3 | 0.1 | -0.1
Cn1c(N)c(C(=O)CCl)c(=O)[nH]c1=O | -4 | 7 | 2.6 | 0.0
CCOC(=O)c1c(NC(=O)CCl)sc2c1CCCC2=O | -9 | 7 | -0.7 | 0.0
Cc1ccc(OCC(=O)Nc2ccc(Br)cc2F)cc1 | 1 | 0 | 1.0 | 1.1
CC(C)NC(=O)CCS(=O)(=O)c1ccc(Br)cc1 | 7 | 5 | -1.9 | -0.1
CN(CC(=O)O/N=C(\N)c1ccc([N+](=O)[O-])cc1)S(=O)(=O)c1ccccc1 | 21 | 3 | -0.3 | -0.2
CC1CCc2c(sc3c2C(=O)NC(c2ccc(C#N)cc2)N3)C1 (stereo not drawn) | 8 | 6 | 2.0 | 0.1
CCC(CC)NC(=O)c1ccc(C#N)cc1 | -1 | -8 | -0.7 | 0.0
O=C(Cc1ccccc1Br)NNC(=O)c1ccccc1Br | 0 | 1 | 1.6 | 0.1
CCCOC(=O)C1=C(C)NC2=C(C(=O)CCC2)C1c1ccc(OC)c(OC)c1OC (stereo not drawn) | -3 | 1 | 1.9 | -0.1
Cc1ccc(NC(=O)CCc2c(C)nc3nc(CN)nn3c2C)cc1C | 20 | -10 | 2.4 | 0.6
NC(=O)c1c(NC(=O)/C=C/c2ccc([N+](=O)[O-])s2)sc2c1CCCC2 | -7 | -9 | -2.6 | -0.2
O=C(CCCn1c(=S)[nH]c2ccccc2c1=O)Nc1cccc(Cl)c1 | -18 | -3 | -1.2 | 0.0
C=C1N(Cc2ccccc2)C(=O)OC1(C)C | 17 | -11 | -1.2 | 0.1
CCOC(=O)c1c(NC(=O)c2nn3c(C(F)(F)F)cc(-c4ccccc4)nc3c2Br)sc(C)c1C | -3 | 1 | -0.3 | 0.0
O=C(O)c1cccc(NS(=O)(=O)/C=C/c2ccccc2)c1 | 11 | 10 | -1.2 | 0.1
COc1ccc(OCCNC(=O)Nc2ccc(Br)cc2)cc1 | 10 | 7 | 0.7 | 0.3
Clc1nc(NCCOc2ccccc2)c2ncn(-c3ccsc3)c2n1 | -4 | -7 | 0.5 | -0.1
CCC(=O)Nc1cc2nc3[nH]c(=O)n(CCc4ccccc4)c(=O)c3nc2cc1C | 10 | -3 | 0.0 | 0.5
C/C(CCC(C)C)=N\Nc1ccc(S(N)(=O)=O)cc1[N+](=O)[O-] | 16 | 2 | 0.2 | 0.0
N#Cc1c(-c2ccc(Cl)cc2)cc(-c2cccs2)nc1SCc1ccncc1 | -5 | 2 | 1.0 | -0.1
Cc1ccc2nc(SCC(=O)NC3CCCC3)c(C#N)cc2c1 | -13 | 1 | -0.6 | 0.0
O=C(Cn1nc(-c2cccc3ncccc23)oc1=O)N1CCCCC1 | 4 | 1 | 1.3 | 0.0
CCCNC(=O)C(C)Sc1nc2nc(C)cc(C)n2n1 (stereo not drawn) | 10 | 8 | -0.5 | 0.9
CSc1ccccc1NC(=O)COc1ccc(Cl)cc1 | -10 | -11 | 0.4 | 0.0
CC(=O)Cc1nsc(NCc2ccco2)n1 | 21 | -2 | 2.0 | 0.0
Cc1cc(C)cc(N2C(=O)CSC2c2cccc(Br)c2)c1 (stereo not drawn) | 9 | -8 | 0.3 | -0.1
Clc1ccccc1OCCCCN1CCNCC1 | 54* | -6 | -0.7 | -0.1
COc1ccc(OC)c(CN2CCN(Cc3cccs3)C(CCO)C2)c1 (stereo not drawn) | -4 | -9 | 0.5 | -0.1
Cc1c(C(=O)NCc2ccco2)oc2ccc(Br)cc12 | -7 | -10 | -0.9 | -0.1
CCCCC(=O)Nc1sc2c(c1C(=O)OCC)CCC(C=O)=C2Cl | 7 | 2 | -0.6 | 0.1
Nc1nc2c(ncn2[C@H]2C[C@H](O)[C@@H](CO)O2)c(=O)[nH]1 | -9 | -3 | -1.5 | 0.1
Fc1ccc(NCn2nnc3ccccc32)cc1Cl | 1 | -2 | 0.6 | 0.0
Cc1ccc(-n2c(=O)c3sccc3n(CC(=O)NCC3CCCO3)c2=O)cc1F (stereo not drawn) | 4 | 3 | 0.6 | 0.2

Additional compounds
SMILES | MITF inh | TEAD-YAP inh | GPR151 ag | FBW7 activator
C=CCn1c(NCc2ccc(O)cc2)nc2ccccc21 | -4 | -19 | 2.4 | 0.0
COc1ccc(C2(C)NC(=O)N(CC(=O)NCc3ccc(F)cc3)C2=O)cc1 (stereo not drawn) | -11 | -11 | -1.8 | 0.2
Cc1sc(NC(=O)/C=C/c2ccco2)c(C(N)=O)c1C | 14 | -25 | -0.4 | 0.1
O=C(Nc1c(C(=O)NCCc2ccccc2)cnn1-c1ccccc1)c1cccc(F)c1 | 2 | 0 | -0.2 | -0.2
Cc1noc(C)c1-c1nc2ncnc(NCCc3ccc(O)cc3)c2[nH]1 | -4 | 4 | -0.5 | 0.2
O=C(NNC(=S)NCc1ccccc1)NC1CCCCC1 | 45 | 10 | -0.3 | 0.2
CC(C)N(CCNC(=O)Cc1cn(-c2ccc(Nc3nc4ccccc4n3C)nn2)c2ccccc12)C(C)C | 9 | 3 | 0.6 | -0.3
O=C1OC(c2cccc(Br)c2)=N/C1=C\c1ccc(F)cc1 | -6 | 5 | -0.4 | 0.0
O=C(COc1ccccc1)OCc1csc(Nc2ccccc2)n1 | -6 | 5 | 0.3 | -0.2
O=C1c2ccc([N+](=O)[O-])cc2C(=O)N1c1cccnc1 | 0 | 4 | 1.6 | 0.2
CCc1nnc(NS(=O)(=O)c2ccc(NC(=O)c3ccc(F)cc3)cc2)s1 | 1 | 13 | 2.0 | -0.3
CCC(C)C(=O)NCc1nnc2n1CCN(Cc1cccc(F)c1)CC2 (stereo not drawn) | 10 | 2 | -0.3 | 0.1
CC(C)N1CCN(Cc2cnn(-c3cccc(Cl)c3)c2)CC1CCO (stereo not drawn) | -5 | 2 | 1.2 | -0.2
COc1ccc(NC(=O)C2=C(C)C(=O)OC23CCCCC3)cc1 | 18 | 10 | 1.8 | 0.2
COc1ccc(/C=C/C(=O)CC(=O)c2ccccc2O)cc1 | -3 | -55 | -2.4 | -0.1
CC(=O)Nc1ccc(NC(=O)CN2CCN(C3c4ccccc4-c4ccccc43)CC2)cc1 | -11 | -2 | -0.5 | -0.1
CCCc1[nH]nc2c1C(c1ccc(Br)cc1)C(C#N)=C(N)O2 (stereo not drawn) | 9 | 9 | -0.3 | -0.2
CC1(C)CC(O)CC(C)(C)N1CC(O)COc1ccccc1 (stereo not drawn) | 6 | -5 | 0.7 | 0.1
Cc1nc2ncccc2c(=O)n1-c1ccc(F)c(NC(=O)c2ccc(F)cc2F)c1 | 16 | 4 | 0.2 | 0.2
COc1ccccc1NC(=O)c1ccccc1C(=O)O | -2 | 6 | 2.9 | -0.1
CC(=C/C(=O)O)/C=C/c1ccco1 | 68* | -2 | 0.9 | -0.1
Cc1ccc(OCC(=O)Nc2ccc(OC(C)C)cc2)c(C(C)(C)C)c1 | 15 | -18 | -1.3 | 0.3
O=C1/C(=C\c2cccs2)Sc2ccccc21 | 13 | -8 | 4.4 | 0.1
O=C1C(Br)=CC(=NS(=O)(=O)c2ccccc2)C=C1Br | 33 | 8 | -1.3 | -0.4
COc1ccc(F)c([C@@H]2C[C@H]3CN(Cc4ccccc4OC)C(=O)[C@]34CCCN24)c1 | -10 | 8 | -0.1 | 0.2
N#Cc1ccc(NC(=O)COC(=O)CCC(=O)c2ccc3c(c2)OCCO3)cc1 | -2 | -3 | 11* | 0.0
O=C(CSc1nccc(=O)[nH]1)Nc1nc2ccc([N+](=O)[O-])cc2s1 | 11 | -1 | -0.9 | 0.4
N#C/C(=C\c1ccc(Cl)cc1)C(=O)Nc1nccs1 | -9 | -2 | -1.0 | -0.5

In another format: results already given
SMILES	MITF inh	TEAD-YAP inh	GPR151 ag	FBW7 activator
CCC(C)C(=O)NCc1nnc2n1CCN(Cc1cccc(F)c1)CC2 (stereo not drawn)	10	2	-0.3	0.1
CC(C)N1CCN(Cc2cnn(-c3cccc(Cl)c3)c2)CC1CCO (stereo not drawn)	-5	2	1.2	-0.2
COc1ccc(NC(=O)C2=C(C)C(=O)OC23CCCCC3)cc1	18	10	1.8	0.2
COc1ccc(/C=C/C(=O)CC(=O)c2ccccc2O)cc1	-3	-55	-2.4	-0.1
CC(=O)Nc1ccc(NC(=O)CN2CCN(C3c4ccccc4-c4ccccc43)CC2)cc1	-11	-2	-0.5	-0.1
CCCc1[nH]nc2c1C(c1ccc(Br)cc1)C(C#N)=C(N)O2 (stereo not drawn)	9	9	-0.3	-0.2
CC1(C)CC(O)CC(C)(C)N1CC(O)COc1ccccc1 (stereo not drawn)	6	-5	0.7	0.1
Cc1nc2ncccc2c(=O)n1-c1ccc(F)c(NC(=O)c2ccc(F)cc2F)c1	16	4	0.2	0.2
COc1ccccc1NC(=O)c1ccccc1C(=O)O	-2	6	2.9	-0.1
CC(=C/C(=O)O)/C=C/c1ccco1	68*	-2	0.9	-0.1
Cc1ccc(OCC(=O)Nc2ccc(OC(C)C)cc2)c(C(C)(C)C)c1	15	-18	-1.3	0.3
O=C1/C(=C\c2cccs2)Sc2ccccc21	13	-8	4.4	0.1
O=C1C(Br)=CC(=NS(=O)(=O)c2ccccc2)C=C1Br	33	8	-1.3	-0.4
COc1ccc(F)c([C@@H]2C[C@H]3CN(Cc4ccccc4OC)C(=O)[C@]34CCCN24)c1	-10	8	-0.1	0.2
N#Cc1ccc(NC(=O)COC(=O)CCC(=O)c2ccc3c(c2)OCCO3)cc1	-2	-3	11*	0.0
O=C(CSc1nccc(=O)[nH]1)Nc1nc2ccc([N+](=O)[O-])cc2s1	11	-1	-0.9	0.4
N#C/C(=C\c1ccc(Cl)cc1)C(=O)Nc1nccs1	-9	-2	-1.0	-0.5

No enrichment for hits; any-hit rate near 3.4%.
